Compound activity as filed in PubChem.
AmpC inh detg = qHTS Inhibitors of AmpC Beta-Lactamase (assay with detergent); hit rate 0.041% among 370,000; Potency, µM (titrated, usually from 114 µM), inactives show top-dose activity change, negative = inhibition, hits mostly inhibitors; P00811; AmpC hydrolysis of nitrocefin, absorbance 480 nm, 0.01% Triton;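 note: potency is the fitted concentration of half-maximal effect; 0% = no-compound wells and -100% = no-enzyme wells; nearly all actives have a fitted effect of over 25% in size; some results filed as inactive show a strong effect at the top dose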
Target sequence (P00811 whole entry, looked up): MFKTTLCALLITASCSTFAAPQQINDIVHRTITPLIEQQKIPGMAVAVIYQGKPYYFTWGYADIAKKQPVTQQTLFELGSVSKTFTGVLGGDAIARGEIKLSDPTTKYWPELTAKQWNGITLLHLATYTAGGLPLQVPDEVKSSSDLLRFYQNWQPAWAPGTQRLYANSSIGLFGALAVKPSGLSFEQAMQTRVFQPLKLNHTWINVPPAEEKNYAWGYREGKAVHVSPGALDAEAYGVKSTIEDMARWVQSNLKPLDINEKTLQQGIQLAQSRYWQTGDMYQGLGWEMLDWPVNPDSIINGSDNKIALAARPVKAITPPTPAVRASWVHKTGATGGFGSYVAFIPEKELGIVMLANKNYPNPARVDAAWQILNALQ
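20 mM phosphate pH 7.0 + 0.01% (detergent screen) or 0.0001% Triton X-100; 5.3 nM AmpC reagent; cpd preinc 15 min RT; nitrocefin (800 uM stock) to start; A480 q20 s × 4 min; Activity was normalised to no-enzyme and no-compound control wells.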
HCV inh = qHTS Assay for Inhibitors of Hepatitis C Virus (HCV). Huh7.5.1 HCVcc-Cre infection, luciferase reporter, 44 h. Potency, µM (titrated, usually from 41.8 µM), without a hit: top-dose activity change, negative = inhibition, hits mostly inhibitors. hit rate 3.4% among 340,000; note: potency is the fitted concentration of half-maximal effect
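Reporter virus HCVcc-Cre (~0.5 moi) infects cells exposed to compound; seeding density 1,000 cells/well with 4 h settling beforehand. Luminescence, 15 sec read, taken 44 h post-infection following a 15 min RT substrate incubation.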
TbPYK inhibitor = qHTS of Trypanosoma Brucei Inhibitors; hit rate 0.12% among 410,000; Potency, µM (highest dose often 76.8 µM), without a hit: at the highest dose activity, negative = inhibition, most hits filed as inhibitors; pyruvate kinase (Trypanosoma brucei), Q57TT1; AID 624173, 2012; TbPYK enzyme, Kinase-Glo Plus ATP luminescence, 45 min; note: potency is the fitted concentration of half-maximal effect; nearly all actives have a fitted effect of over 50% in size
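Screened from lowest to highest concentration, compounds were pinned into TbPYK/substrate mixtures, and ADP (130 uM final) was added. Plates sat at room temperature for 45 min prior to Kinase-Glo Plus detection by luminescence.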
AmpC no deterg = qHTS Inhibitors of AmpC Beta-Lactamase (assay without detergent) | P00811 | AmpC nitrocefin hydrolysis, absorbance 480 nm, 0.0001% Triton | Potency, µM (top dose mostly 57.1 µM), for the others: top-dose activity change, negative = inhibition, usual class: inhibitors | hit rate 0.52% among 330,000;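 note: potency is the fitted concentration of half-maximal effect; plate controls were no compound for no effect and no enzyme for full effect; nearly all actives have a fitted effect of over 20% in size; some results filed as inactive show a strong effect at the top dose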
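20 mM phosphate pH 7.0 + 0.01% (detergent screen) or 0.0001% Triton X-100; 5.3 nM AmpC reagent; cpd preinc 15 min RT; nitrocefin (800 uM stock) to start; A480 q20 s × 4 min; Activity was normalised to no-enzyme and no-compound control wells.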
LmPK inh = qHTS Assay for Inhibitors of Leishmania Mexicana Pyruvate Kinase (LmPK); Q27686; purified LmPK, Kinase-Glo ATP luminescence, 1 h; Potency, µM (top dose mostly 57.5 µM), for inactives: top-dose activity change, negative = inhibition, hits mostly inhibitors; hit rate 0.37% among 290,000; AID 1721, 2009; note: potency is the fitted concentration of half-maximal effect
Target sequence (Q27686 whole entry, looked up): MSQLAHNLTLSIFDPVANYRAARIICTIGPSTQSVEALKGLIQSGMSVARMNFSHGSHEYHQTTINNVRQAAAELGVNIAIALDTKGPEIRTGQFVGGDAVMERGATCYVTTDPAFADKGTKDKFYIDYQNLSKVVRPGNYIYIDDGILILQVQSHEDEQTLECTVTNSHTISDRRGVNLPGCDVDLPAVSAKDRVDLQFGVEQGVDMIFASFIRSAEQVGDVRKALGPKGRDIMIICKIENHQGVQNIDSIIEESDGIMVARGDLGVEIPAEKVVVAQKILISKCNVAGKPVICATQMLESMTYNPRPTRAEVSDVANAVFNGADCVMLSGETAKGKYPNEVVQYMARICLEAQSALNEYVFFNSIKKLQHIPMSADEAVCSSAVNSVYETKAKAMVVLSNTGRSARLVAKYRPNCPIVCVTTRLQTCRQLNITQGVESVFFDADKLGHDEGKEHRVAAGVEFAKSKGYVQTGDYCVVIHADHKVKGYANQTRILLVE
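Purified LmPK (0.1 nM) with 0.5 mM PEP and 0.1 mM ADP in imidazole buffer pH 7.2 with MgCl2/KCl, 1 h at room temperature. ATP formed was read by luciferase luminescence and normalized to no-enzyme and uninhibited controls.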
AMA1 RON2 block = qHTS for Inhibitors of AMA1-RON; Towards Development of Antimalarial Drug Lead: Primary Screen. AlphaScreen AMA1-biotinylated RON2 peptide binding. Potency, µM (series often up to 58.2 µM), for the others: at the highest dose activity change, negative = inhibition, most hits filed as inhibitors. hit rate 0.2% among 360,000. Plasmodium falciparum AMA1 (3D7) - RON2 peptide interaction;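 note: potency is the fitted concentration of half-maximal effect; 0% = vehicle wells and -100% = peptide control; nearly all actives have a fitted effect of over 45% in size; some results filed as inactive show a strong effect at the top dose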
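AMA1 (3D7) with his tag at 25 nM final met compounds first, then biotinylated RON2 peptide at 25 nM; detection used donor plus acceptor beads, 10 µg/mL apiece, read by AlphaScreen after 30 min at room temperature.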
HCMV inh = qHTS Assay for inhibitors of the human cytomegalovirus (HCMV). activity change, negative = inhibition, % at 57.5 µM. hit rate 4.5% among 410,000. HFF cells, HCMV-luciferase reporter, 72 h; hits give low values. AID 1259415, 2018; in the data active = activity change below about -60%; inconclusive = no clear call, values can overlap the other calls; inactive = above about -39%
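Cell-based, HFFs, 1000 cells/well, 16 h 37C; cpds in DMSO + HCMV-luc, MOI 1 PFU/cell; 72 h 37C; OneGlo luminescence after 5 min RT; norm. to buffer vs Salinomycin 10uM.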
An asterisk follows results filed as active; ? = inconclusive; / = not tested or not shown; [ ] = remark or other dose. Unless noted, calls come from the whole dose curve; as a rule, active = well fitted curve in the direction sought with a large enough effect; inconclusive = small, poorly fitted or top-dose-only effect, or another doubt; inactive = no such curve, though single readings can be large; an effect the other way counts as inactive or inconclusive. Unless noted, % is set by controls: 0 for no effect and ±100 for the full control effect. This is a random part of the collection (roughly 7.5% active in at least one column).

SMILES	AmpC inh detg	HCV inh	TbPYK inhibitor	AmpC no deterg	LmPK inh	AMA1 RON2 block	HCMV inh
CCCOP(=O)(c1ccccc1)c1ccccc1	-6%	-11%	-1%	-6%	-3%	-10%	77
C/C(=N/NC(=O)C1CC1(c1ccccc1)c1ccccc1)c1ccco1 (configuration not stated)	-17%	?	4%	-48%	-1%	0%	?
Cc1cc(NC(=O)C(Cl)c2ccccc2)no1 (configuration not stated)	-3%	20%	-5%	11%	2%	-8%	10
O=C(NCCS(=O)(=O)N1CCN(c2ccc(F)cc2)CC1)c1ccco1	-8%	17%	3%	-9%	/	-8%	-38
COc1ccc(OC)c(NC(=O)c2nc(S(=O)(=O)Cc3ccccc3)ncc2Cl)c1	?	?	-11%	68%[activator]	-10%	-15%	-99*
COc1ccc(C(=O)NC(=S)NNC(=O)c2ccc(NC(=O)C(C)C)cc2)cc1	-15%	16µM*	-17%	-41%	3%	80%[activator]	0
Nc1c(C(=O)Nc2ccccc2)c2nc3ccccc3nc2n1-c1ccc(O)cc1	-1%	?	0%	6%	0%	45%[activator]	3
CCCn1nnc(NC(=O)c2ccco2)n1	?	4%	0%	-13%	-1%	10%	106
COc1ccc(-c2[nH]ncc2CNCC(C)(C)N2CCOCC2)cc1F	-2%	8%	1%	11%	1%	15%	-14
O=C(Nc1ccccc1Br)C1CCN(S(=O)(=O)c2cccs2)CC1	/	4%	5%	-21%	/	21%	-75*
Cc1cc(C)n(CCSCC(=O)O)n1	3%	18%	-4%	-16%	5%	-4%	45
CCOc1ccc(-c2cc(C)n3nc(C(=O)Nc4ccc(C)c(C)c4)cc3n2)cc1	?	/	-7%	/	/	/	-6
Cc1ccc2c(c1)sc1ncc(NC(=O)c3ccc(F)cc3)c(=O)n12	-7%	/	/	-23%	0%	/	/
CCN(CC)S(=O)(=O)c1cc(C(=O)N=c2sccn2C)ccc1OC	2%	/	-3%	-7%	-7%	23%	-4
CC(C)(C)c1ccc(S(=O)(=O)N2CCSC2)cc1	?	11%	-3%	-23%	0%	-3%[2.32 µM]	-2
Cc1cccc(-c2nc(S(=O)(=O)c3ccc(F)cc3)c(N3CCN(c4ccccc4)CC3)o2)c1	-1%	/	1%	/	/	/	-9
COc1cccc(CNCC2CCCO2)c1 (configuration not stated)	?	7%	-3%	-10%	4%	-4%	13
Cc1ccc(C(=O)CSc2nnc(-c3cccs3)n2C)o1	-14%	12%	-11%	-21%	4%	-5%	10
CCS(=O)(=O)N1CC(=O)N(c2cccc(C)c2C)C(C)(C(=O)NC2CCCCC2)C1 (configuration not stated)	16%	/	3%[15.4 µM]	/	/	/	0
O=C(COc1ccc([N+](=O)[O-])cc1)Nc1ccc2[nH]c(=O)[nH]c2c1	-9%	8%	1%	-17%	/	-12%	-3
CCOC(=O)N/N=C1\CC(C)CC(C)(C)C1 (configuration not stated)	-10%	25%	2%	-36%	-2%	4%	-4
CCOC(=O)N1CCN(C(=O)C2CCN(S(=O)(=O)c3ccccc3)CC2)CC1	6%	7%	/	20%	2%	-11%	59
COCCNC(=O)C1CCCN(Cc2cccc(C(F)(F)F)c2)CC1 (configuration not stated)	/	/	-1%	/	/	2%	?
COC(=O)[C@@H]1C[C@@]2(O)[C@@H](O)[C@@H](O)[C@@H](O)C[C@H]2N1Cc1ccc(C)s1	-7%	8%	-8%	-15%	4%	25%	15
Cc1ccc(-n2c(SCC(=O)N(C)C3CCS(=O)(=O)C3)nc3ccccc3c2=O)cc1 (configuration not stated)	?	9%	-7%	-9%[11.4 µM]	-4%	3%	-35
Clc1ccc(CSc2cc3c(nn2)-c2ccccc2CC3)cc1Cl	5%	-5%	-3%	0.32µM*	3%	24%	-1
Cc1c(NC2=NC3(CCCCC3)Cc3ccccc32)c(=O)n(-c2ccccc2)n1C	-2%	8%	0%	19%	5%	45%[activator]	4
CCN(CC)CCN1C(=O)C(=O)/C(=C(/O)c2cnn(-c3ccccc3)c2C)C1c1cccs1 (configuration not stated)	0%	/	/	10%	0%	/	/
CCN(C(=S)NC(=O)c1ccccc1Br)C1CCCCC1	-4%	-3%	-6%	-24%	3%	70%[activator]	-7
COC(=O)c1c(NC(C)=O)sc(C(=O)Nc2ccccc2)c1C	1%	-22%	-1%	-16%	11%	-1%	124

Entries of single compounds, looked up by structure. Values in the order: AmpC inh detg	HCV inh	TbPYK inhibitor	AmpC no deterg	LmPK inh	AMA1 RON2 block	HCMV inh
COc1ccc(-c2[nH]ncc2CNCC(C)(C)N2CCOCC2)cc1F across the screens: -2%	8%	1%	11%	1%	15%	-14
Cc1c(NC2=NC3(CCCCC3)Cc3ccccc32)c(=O)n(-c2ccccc2)n1C across the screens: -2%	8%	0%	19%	5%	45%[activator]	4

Remaining list, next part.
SMILES	AmpC inh detg	HCV inh	TbPYK inhibitor	AmpC no deterg	LmPK inh	AMA1 RON2 block	HCMV inh
CCOC(=O)C(C)Sc1nc(-c2ccco2)cc(C(F)(F)F)c1C#N (configuration not stated)	?	-19%	-2%	-4%	7%	26%	-7
C=CCn1c(C(CC(C)C)CC(C)O)n[nH]c1=S (configuration not stated)	-1%	11%	?	-17%	-8%	0%	?
COc1ccc(NC(=O)CN(c2ccccc2)S(=O)(=O)N(C)C)cc1OC	1%	15%	-1%	5%	6%	-9%	17
Cc1ccc(NC(=O)CCC(=O)OC(C)C(=O)c2ccccc2)cc1 (configuration not stated)	3%	-10%	2%	-9%	-8%	7%	7
CCCc1cc(=O)[nH]c(SCC(=O)Nc2cccc(S(=O)(=O)N3CCOCC3)c2)n1	5%	-2%	-12%	-23%	/	-14%	7
COc1cccc(N/C(SC)=C(/C#N)C(=O)NCc2cccs2)c1	-3%	2%	3%	-28%	2%	-12%	2
O=C(NCc1ccc(Cl)cc1)C1CCCN1C(=O)Nc1ccccc1 (configuration not stated)	?	12%	-3%	3%	4%	1%	-31
Cc1cc(C)cc(C(=O)OCC(=O)NCC(F)(F)F)c1	-8%	3%	0%	-12%	-5%	-6%	-10
Cc1ccc(-n2nc3c(c2NC(=O)CC(C)C)CS(=O)(=O)C3)cc1	4%	17%	-4%	2%	-1%	-3%	0
COc1ccc(CNC(=O)CS(=O)(=O)c2cccc3nsnc23)cc1	-2%	/	3%	/	/	/	-7
COc1ccc(NC(=O)COn2nnc3ccc(Cl)cc32)cc1OC	-19%	-15%	0%	-5%	10%	-6%	?
CCCn1c(CCNc2nc(-c3cccc(Br)c3)cs2)nc2ccccc21	/	1%	-5%	/	/	-11%	-7
CCC(C)C(=O)Nc1cc(C(=O)OC)cc(C(=O)OC)c1 (configuration not stated)	-16%	-11%	-1%	6%	16%	8%	4
CCn1c(-c2csc3c2CCC(C)C3)n[nH]c1=S (configuration not stated)	-12%	-28%	?	-23%	?	37%[activator]	-5
CCn1c(=O)n(-c2ccc(F)c(Cl)c2)c(=O)c2sc3ccccc3c21	-1%	/	0%	/	/	/	0
CC(C)CNC(=O)COC(=O)c1ccc2c(c1)C(=O)N(Cc1ccco1)C2=O	4%	15%	0%	-18%	-8%	22%	-31
CCc1ccc(NC(=O)CN2C(=O)CC(C)S(=O)(=O)c3ccccc32)cc1 (configuration not stated)	2%	2%	1%	86%[activator]	-1%	-2%	-15
O=C(NC1CCCCCCC1)c1cc(F)c(F)cc1Cl	4%	18%	4%	-21%	-3%	21%	-61*
COc1ccc2c(c1)c(C(=O)N/N=C/c1cccc(Br)c1)c(C)n2C	7%	?	-6%	-4%	2%	-12%	?
CCOc1ccc(N(CC(=O)Nc2c(C)n(C)n(-c3ccccc3)c2=O)S(=O)(=O)c2ccccc2)cc1	5%	1%	5%	58%	-3%	-19%	-11
Cc1c(NC(=O)Nc2ccc(Cl)cc2Cl)c(=O)n(-c2ccccc2)n1C	-6%	-10%	4%	-19%	1%	-3%	0
CC(O)CNc1nc2c(c(=O)n(C)c(=O)n2C)n1Cc1cccc(C(F)(F)F)c1 (configuration not stated)	-9%	?	-1%	6%	-6%	30%	-9
C#CCOCCOCCOCCNc1nc(N2CCN(C(=O)[C@H](CO)n3cc([C@@H](N)C(C)C)nn3)CC2)nc(N2CCN(C(=O)[C@H](CCC(=O)O)n3cc([C@@H](N)[C@H](C)CC)nn3)CC2)n1	/	-8%	10%	135%[activator]	/	26%	-19
O[C@@H]1CN(C2CCN(Cc3ccccc3)CC2)CC[C@H]1N1CCCCCC1	/	?	7%	/	/	-4%	5
COc1ccc(OC)c(S(=O)(=O)Nc2ccccc2O)c1	/	7%	-8%	/	/	-18%	7
CC(=O)N1CCN(c2ccc(NCc3ccccc3)cc2)CC1	1%	-24%	-15%	25%	5%	-13%	-13
CCOc1ccc(CNS(=O)(=O)c2ccc(-c3coc(C)n3)cc2)cc1	-5%	/	-2%	-22%	/	/	-21
COc1ccc(NC(=O)CSc2nccn2C)c([N+](=O)[O-])c1	?	25%	3%	-13%	-2%	-1%	5
COc1ccc(NC(=O)NC2COc3ccccc3C2)cc1Cl (configuration not stated)	24%	/	0%	/	/	/	18
CN(C)NC1CC(=O)N(c2ccccc2)C1=O (configuration not stated)	-6%	12%	-2%	106%[activator]	6%	6%	-15
CCOc1ccc(NC(=O)c2ccc(F)c(S(=O)(=O)NCc3ccc4c(c3)OCO4)c2)cc1	-5%	/	-5%	/	/	/	-81*

In the list so far, these have a CF3 group:
SMILES	AmpC inh detg	HCV inh	TbPYK inhibitor	AmpC no deterg	LmPK inh	AMA1 RON2 block	HCMV inh
COCCNC(=O)C1CCCN(Cc2cccc(C(F)(F)F)c2)CC1 (configuration not stated)	/	/	-1%	/	/	2%	?
CCOC(=O)C(C)Sc1nc(-c2ccco2)cc(C(F)(F)F)c1C#N (configuration not stated)	?	-19%	-2%	-4%	7%	26%	-7
Cc1cc(C)cc(C(=O)OCC(=O)NCC(F)(F)F)c1	-8%	3%	0%	-12%	-5%	-6%	-10
CC(O)CNc1nc2c(c(=O)n(C)c(=O)n2C)n1Cc1cccc(C(F)(F)F)c1 (configuration not stated)	-9%	?	-1%	6%	-6%	30%	-9
